High-throughput results from PubChem.
Lipid droplet – modulators of hepatic lipid droplet formation. inhibition, % at 6.5 µM. AML12 mouse hepatocytes, oleate lipid droplets, BODIPY imaging. AID 1656. 240,000 compounds, 0.4% hits;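 active = lipid droplet intensity inhibited by at least 50%, with more than 500 cells counted; inconclusive = wells with under 300 cells, treated as cytotoxic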
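Test system: AML12 hepatocytes (mouse); reagent: oleate loading, 100 µM; dosing: one dose, 6.5 µM compound; incubation: overnight exposure; signal: fluorescence imaging, 20x objective, two fields per well; read-out basis: % inhibition of corrected integrated BODIPY droplet signal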
LYP inhibition – inhibitors of LYP phosphatase, biochemical, fluorescence intensity, uHTS (AID 1779); recombinant LYP phosphatase, fluorescence intensity; higher % means a stronger effect; inhibition, % at 11.5 µM, or IC50 in µM where a hit was titrated; 290,000 compounds, 0.054% hits;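 also: plate controls were vehicle with enzyme for no effect and no enzyme for full effect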
HIV peptide binding – inhibitors of HIV fusion peptide binding, primary screen, biochemical, uHTS, fluorescence dequenching (AID 1986). cell-free peptide binding, fluorescence dequenching, 30 min; higher % means a stronger effect. inhibition, % at 20 µM; hits with a dose series show IC50 in µM. 290,000 compounds, 0.3% hits; in the data active = inhibition mostly above about 52%, no sharp cut-off; inactive = mostly below about 76%; also: some results filed as inactive read as strong as hits
XIAP antagonists – XIAP antagonists, biochemical, IAP family, fluorescence polarization (AID 1018) | XIAP BIR domain, fluorescence polarization peptide displacement; higher % means a stronger effect | 200,000 compounds, 0.007% hits | displacement, % at 20 µM, or IC50 in µM where a hit was titrated; in the data active = displacement above about 50%; also: a part of the inactive calls stands beside numbers as strong as those of hits
NS5 inhibitors – Dengue-2 NS5 methyltransferase inhibitors, primary screen, biochemical, confirmation dose response (AID 588689); Dengue-2 NS5 methyltransferase capping enzyme assay, biochemical; higher % means a stronger effect; inhibition, % at 25 µM, or IC50 in µM where a hit was titrated; 340,000 compounds, 0.3% hits; in the data active = a potency from the dose series; inconclusive = inhibition above about 29% without an active follow-up result
SIAH1 antagonists – Siah-1 peptide-binding antagonists, primary screen, biochemical, fluorescence polarization, rhodamine-plectin, uHTS (AID 1817) | Siah-1 / rhodamine-plectin peptide fluorescence polarization; higher % means a stronger effect | displacement, % at 20 µM, or IC50 in µM where a hit was titrated | 290,000 compounds, 0.02% hits;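 active = displacement of at least 50% at 20 µM, with a fluorescence ratio check between 0.3 and a set limit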;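 also: plate controls were Siah plus tracer with DMSO for no effect and tracer alone without Siah for full effect; strong numbers were not always called active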
AID2073 – disruptors of CaV2.2 binding to Mint1 – biochemical, HTRF (AID 2073) | HTRF protein-protein interaction, Mint1-CaV2.2; higher % means a stronger effect | inhibition, % at 20 µM; hits with a dose series show IC50 in µM | 290,000 compounds, 0.19% hits; in the data active = inhibition mostly above about 51%, no sharp cut-off; inconclusive = no clear call, values can overlap the other calls; inactive = mostly below about 53%; also: some results filed as inactive read as strong as hits
Myeloid diff MLP – myeloid differentiation induction; calls only at 10 µM; ER-HoxA9 myeloid progenitors, lysozyme-GFP differentiation, flow cytometry; 360,000 compounds, 1% hits;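 active = normalized GFP-positive differentiation at or above the plate's own cutoff, the solvent-only control mean plus 3 SD; inconclusive = no clear call, values can overlap the other calls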;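 also: cells exposed to compound for four days before flow analysis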
HEK293 NOD2/NF-kB – NOD2 signaling inhibitors, cell-based, luminescence, uHTS, HEK293 (AID 1566) | one-dose inhibition, % at 4 µM; EC50 in µM for titrated hits | HEK293 NOD2/NF-kB luciferase reporter, luminescence; higher % means a stronger effect | 290,000 compounds, 0.63% hits; also: many of its hits are not listed in these tables
Lipid droplet cells 6.5 µM – also measured in Lipid droplet; calls as there; cell count; measured here: cell count, cytotoxicity flag;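 cells counted across two imaged fields per well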
Myeloid diff MLP GFP+ MAC1+ % – further read-out of Myeloid diff MLP, marked with its call; GFP+ MAC1+ double positive, %; measured here: differentiation confirmed by MAC1 staining
* marks the source's active call; other numbers are inactive results; i = inactive; ? = inconclusive; . = not tested or not shown. Rule as the data show it, unless noted: active = inhibition above about 50%; inactive = the rest. Not all compounds are listed. The share of hits here may be higher or lower than overall.

SMILES	Lipid droplet	Lipid droplet cells 6.5 µM	LYP inhibition	HIV peptide binding	XIAP antagonists	NS5 inhibitors	SIAH1 antagonists	AID2073	Myeloid diff MLP	Myeloid diff MLP GFP+ MAC1+ %	HEK293 NOD2/NF-kB
CNC(=O)c1c(C)nc(SCC(=O)NCc2ccc(OC)cc2)c(C#N)c1-c1ccco1	.	.	-9.4%	3.8%	-4.7%	-5.7%	0.4%	19.5%	i	0.6	15.7%
C/C(=C\c1ccc(Cl)cc1)C(=O)c1c(C)cc(C)[nH]c1=O	-10.2	783	-7.0%	1.1%	.	-4.6%	-0.9%	3.3%	i	0.3	5.2%
CN(Cc1ccco1)C(=O)CCc1nc2sc3c(c2c(=O)[nH]1)CCCC3	-46.7	825	-7.5%	5.9%	.	-0.7%	-1.6%	35.7%	?	.	-46.3%
C=CCNC(=O)c1ccc2c(c1)N(CC)C(=O)c1ccccc1S2	39.2	793	-4.7%	-0.8%	.	0.0%	3.7%	10.2%	.	.	7.1%
CC(C)(C)C1CCc2c(sc3ncn(N)c(=N)c23)C1 (configuration not stated)	-2.3	736	-5.8%	-2.5%	.	-1.2%	4.4%	-7.3%	i	0.5	17.5%
COc1cccc(OC)c1C(=O)NC(=S)Nc1ccc(N2CCOCC2)c(Cl)c1	7.0	756	4.0%	0.5%	-1.4%	-5.2%	10.0%	-1.0%	i	0.2	-11.8%
CCOC(=O)Nc1ccc(Oc2ccccc2)cc1	-2.5	723	-11.7%	0.9%	-1.5%	-8.2%	0.8%	6.1%	i	0.7	-50.9%
Cc1cc(=O)[nH]c(N/N=C/c2ccco2)n1	-3.0	680	0.8%	0.5%	-15.8%	-7.2%	0.4%	0.3%	i	5.9	-8.5%
CCOC(=O)Cc1nnc(NC(=O)CSc2nnc3c4ccccc4n(C(C)C)c3n2)s1	-36.3	520	-4.6%	2.1%	-5.1%	4.9%	-0.3%	-15.7%	i	0.8	-5.8%
Cc1ccc(CSc2nnc([C@@H]3CCCN3C(=O)OC(C)(C)C)o2)cc1	-16.6	761	-5.8%	-1.5%	.	-7.0%	0.3%	-2.4%	i	1.0	8.0%
CCOc1cc(CNC(C)(C)C)ccc1OCC(=O)Nc1cccc(C(F)(F)F)c1	14.4	628	-7.2%	-0.4%	-4.0%	2.9%	-3.1%	-1.7%	i	0.2	0.3%
Cc1occc1C(=O)NNS(=O)(=O)c1ccc(Cl)cc1	-0.5	701	71.2%*	1.9%	-6.8%	-1.9%	0.1%	0.9%	i	0.1	10.4%
COc1cc(/C=N/NS(=O)(=O)c2ccc3ccccc3c2)ccc1OCc1ccc(C(=O)O)cc1	22.4	765	5.9%	27µM*	.	14.7%	6.0%	17.9%	i	0.2	-92.4%
C/C=C/C(=O)N1CC2(CC(c3cccc(NC(=O)CCCCC)c3)=NO2)C[C@H]1C(N)=O (some centres not stated)	-6.7	726	-4.6%	0.5%	.	.	12.2%	18.5%	.	.	12.4%
O=C(Cn1cc([N+](=O)[O-])cn1)NCc1ccco1	15.5	664	-0.8%	-1.2%	-2.4%	-1.2%	4.9%	-0.3%	i	0.5	15.7%
CCn1c(SCC(=O)Nc2ccc(NC(C)=O)cc2)nc2c1c(=O)n(C)c(=O)n2C	18.1	819	-1.9%	-0.8%	.	-6.5%	1.9%	4.5%	i	3.4	-2.9%
Clc1cc(Cl)cc(CSc2nnc(-c3sccc3-n3cccc3)o2)c1	.	.	-4.9%	3.4%	-4.5%	4.0%	5.5%	-1.6%	i	1.1	16.5%
CCOC(=O)c1cnn(-c2ncnc3sc(CC)cc23)c1N	.	.	-1.9%	-0.5%	1.8%	-4.8%	-0.8%	-0.6%	i	0.4	-23.7%
COc1ccccc1CNC(=O)C1CCN(C(=O)N(C)C)CC1	-3.5	808	-10.7%	-0.5%	-5.5%	-6.4%	-0.7%	-4.9%	i	1.6	-8.6%
O=C(COc1ccccc1)N(Cc1ccco1)c1ccc(O)cc1	-9.8	651	-2.2%	-1.2%	-1.0%	-2.8%	2.5%	1.0%	i	0.6	21.3%
CCC(CC)C(=O)c1c[nH]c(C(=O)NCc2ccncc2)c1	9.2	708	0.0%	-1.5%	-4.3%	3.0%	0.7%	3.9%	i	0.4	14.0%
COc1ccc(S(=O)(=O)N2CCCOC2CNC(=O)C(=O)NCCc2ccco2)cc1 (configuration not stated)	-11.7	848	4.5%	1.5%	.	-8.0%	0.4%	4.7%	.	.	-9.4%
COc1ccc(-c2nnc(SCC(=O)N3CCCc4ccccc43)o2)cc1OC	5.2	759	-5.3%	0.6%	-2.9%	-5.5%	1.0%	2.0%	i	1.2	3.0%
CCCCn1nnc(NC(=O)c2ccc(-c3cccc(Cl)c3)o2)n1	.	.	-1.9%	-1.5%	-4.8%	-11.3%	-0.8%	6.0%	i	11.5	-48.5%
COc1ccc(NC(=O)c2cc([N+](=O)[O-])ccc2O)cc1	-6.8	685	-1.8%	5.4%	-5.4%	-3.1%	43.9%	2.6%	i	0.5	70.6%*
Further records:
SMILES	Lipid droplet	Lipid droplet cells 6.5 µM	LYP inhibition	HIV peptide binding	XIAP antagonists	NS5 inhibitors	SIAH1 antagonists	AID2073	Myeloid diff MLP	Myeloid diff MLP GFP+ MAC1+ %	HEK293 NOD2/NF-kB
CC12CCC(O)CC1=CCC1C2CCC2(C)C1CCC21CCC(=O)O1 (configuration not stated)	9.9	639	-4.2%	0.7%	1.5%	-7.2%	14.7%	-1.7%	i	0.5	8.5%
N#Cc1ccc(Cl)cc1NC(=O)CNCc1cccs1	-1.3	410	-8.5%	-0.5%	.	6.5%	0.8%	4.6%	i	0.8	9.0%
O=C(CC1C(=O)NCCN1Cc1c(F)cccc1Cl)NCc1ccccc1 (configuration not stated)	-1.5	583	-5.8%	2.7%	-4.0%	1.5%	-7.6%	-9.7%	i	0.7	2.0%
CCOC(=O)c1cccc(NC(=O)CN2CCN(c3ccc(OC)cc3)CC2)c1	.	.	-2.6%	-1.3%	-4.9%	2.3%	2.5%	1.6%	i	2.2	8.7%
Oc1cccc(/C=N/c2c(-c3ccco3)nc3ccccn23)c1	.	.	-8.4%	-1.4%	-3.9%	36.7%	37.9%	31.5%	i	2.6	-12.3%
O=C(CC(CC(=O)c1ccccc1)c1ccccc1)c1ccccc1	-3.2	842	-1.2%	-0.9%	.	1.4%	0.6%	6.5%	i	0.7	22.1%
COc1cccc(-n2c(SCc3c(C)noc3C)nnc2-c2cccc(S(=O)(=O)N(C)C)c2)c1	.	.	-2.2%	-1.6%	-5.0%	5.7%	-3.3%	-4.6%	i	0.6	-1.0%
Cc1cc(N2C(=O)C3C4C=CC(C4)C3C2=O)no1 (configuration not stated)	-0.9	686	5.4%	0.0%	-4.0%	-1.6%	-0.4%	-0.6%	i	0.8	-26.7%
CC1(C)C(=O)OC(c2cccn2-c2cccc([N+](=O)[O-])c2)C2(CCCCC2)C1=O (configuration not stated)	-17.0	599	4.1%	0.3%	-6.7%	.	1.3%	-2.7%	.	.	7.0%
CC(=O)CCCCn1cnc2c1c(=O)n(C)c(=O)n2C	-2.1	778	-5.2%	-0.4%	1.6%	.	-4.8%	-8.5%	.	.	-15.5%
COc1cccc(N(Cc2nnc3n2CCCCC3)C(=O)Nc2ccccc2F)c1	4.7	692	-8.2%	-0.4%	-7.8%	1.5%	3.2%	?	i	0.3	-0.7%
CNC(=O)c1cc2cccc(OC)c2oc1=O	-2.4	740	-2.9%	2.2%	-5.3%	-1.6%	10.7%	21.2%	i	1.3	11.8%
Cc1nc2ccccc2c(=O)n1/N=C/c1ccco1	-8.4	658	-5.9%	-1.1%	-12.9%	0.0%	-0.7%	-8.1%	i	0.6	9.3%
NS(=O)(=O)c1ccc(NC(=O)c2cccc(Cl)c2)cc1	-47.0	649	-7.4%	0.8%	.	-7.0%	16.7%	49.0%	i	0.4	21.7%
COc1ccc(/C=N/NC(=O)Cn2nc(C)c([N+](=O)[O-])c2C)cc1	-1.4	679	-2.4%	1.2%	-5.6%	-3.2%	7.9%	9.0%	i	0.1	15.6%
Cc1ccc(S(=O)(=O)N/N=C/c2ccccc2O)cc1[N+](=O)[O-]	9.8	649	3.4%	5.7%	-4.7%	-6.7%	3.6%	3.3%	i	1.0	8.6%
CCN1CCN(c2oc(COc3ccc(Cl)cc3)nc2C#N)CC1	17.3	754	-5.3%	-1.2%	.	0.8%	-11.3%	-7.4%	i	0.2	-2.8%
NC(=O)CSc1nc2cc(Cl)ccc2c(=O)n1C1CCCCC1	11.1	787	-5.8%	-1.1%	.	-5.0%	1.2%	9.7%	i	0.6	-3.8%
Cc1n[nH]c(=S)n1Cc1ccccc1	21.9	682	-8.0%	-2.9%	.	-18.2%	-5.4%	-29.4%	i	0.9	7.4%

Compounds shown so far with an aryl thioether with sulfur outside any ring:
SMILES	Lipid droplet	Lipid droplet cells 6.5 µM	LYP inhibition	HIV peptide binding	XIAP antagonists	NS5 inhibitors	SIAH1 antagonists	AID2073	Myeloid diff MLP	Myeloid diff MLP GFP+ MAC1+ %	HEK293 NOD2/NF-kB
CNC(=O)c1c(C)nc(SCC(=O)NCc2ccc(OC)cc2)c(C#N)c1-c1ccco1	.	.	-9.4%	3.8%	-4.7%	-5.7%	0.4%	19.5%	i	0.6	15.7%
CCOC(=O)Cc1nnc(NC(=O)CSc2nnc3c4ccccc4n(C(C)C)c3n2)s1	-36.3	520	-4.6%	2.1%	-5.1%	4.9%	-0.3%	-15.7%	i	0.8	-5.8%
Cc1ccc(CSc2nnc([C@@H]3CCCN3C(=O)OC(C)(C)C)o2)cc1	-16.6	761	-5.8%	-1.5%	.	-7.0%	0.3%	-2.4%	i	1.0	8.0%
CCn1c(SCC(=O)Nc2ccc(NC(C)=O)cc2)nc2c1c(=O)n(C)c(=O)n2C	18.1	819	-1.9%	-0.8%	.	-6.5%	1.9%	4.5%	i	3.4	-2.9%
Clc1cc(Cl)cc(CSc2nnc(-c3sccc3-n3cccc3)o2)c1	.	.	-4.9%	3.4%	-4.5%	4.0%	5.5%	-1.6%	i	1.1	16.5%
COc1ccc(-c2nnc(SCC(=O)N3CCCc4ccccc43)o2)cc1OC	5.2	759	-5.3%	0.6%	-2.9%	-5.5%	1.0%	2.0%	i	1.2	3.0%
COc1cccc(-n2c(SCc3c(C)noc3C)nnc2-c2cccc(S(=O)(=O)N(C)C)c2)c1	.	.	-2.2%	-1.6%	-5.0%	5.7%	-3.3%	-4.6%	i	0.6	-1.0%
NC(=O)CSc1nc2cc(Cl)ccc2c(=O)n1C1CCCCC1	11.1	787	-5.8%	-1.1%	.	-5.0%	1.2%	9.7%	i	0.6	-3.8%
